# Assay outcomes: PubChem BioAssay, National Center for Advancing Translational Sciences (NCATS)
# TrxR1 inh: blocks rat thioredoxin reductase 1; AID 588453; recombinant rTrxR1, NADPH fluorescence consumption, selenite substrate; 390,000 compounds, 1% hits; Potency, µM (top dose mostly 114 µM), for inactives: at the top dose activity change, negative = inhibition, actives largely listed as inhibitors; O89049; note: potency is the fitted concentration of half-maximal effect; % is set by controls: 0 for no effect and ±100 for the full control effect; nearly all actives have a fitted effect of over 65% in size
# Target sequence (O89049 whole entry, looked up): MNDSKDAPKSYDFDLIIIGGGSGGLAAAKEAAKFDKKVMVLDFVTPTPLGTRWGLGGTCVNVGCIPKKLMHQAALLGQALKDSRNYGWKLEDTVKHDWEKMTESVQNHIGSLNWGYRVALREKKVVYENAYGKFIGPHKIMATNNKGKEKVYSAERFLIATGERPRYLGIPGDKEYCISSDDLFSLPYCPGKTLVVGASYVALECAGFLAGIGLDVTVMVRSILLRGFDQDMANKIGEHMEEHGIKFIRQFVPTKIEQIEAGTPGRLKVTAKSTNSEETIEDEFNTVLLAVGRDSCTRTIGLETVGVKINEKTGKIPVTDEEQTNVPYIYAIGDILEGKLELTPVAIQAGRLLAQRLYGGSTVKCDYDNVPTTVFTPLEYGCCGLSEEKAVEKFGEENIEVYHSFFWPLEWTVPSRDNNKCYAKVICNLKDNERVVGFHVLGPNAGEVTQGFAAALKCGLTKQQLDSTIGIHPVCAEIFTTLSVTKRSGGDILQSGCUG
#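 Rat TrxR1 (90 nM in the dispensed reagent) was pre-reduced with 400 uM NADPH for 5 min at room temperature, then incubated with compound for 15 min. After 400 uM selenite was added, NADPH fluorescence (Ex 340/Em 450 nm) was followed for 8 min.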
# GRP78 ERSR act: ER stress response induction in glioma. Potency, µM, for the others: at the highest dose activation, usual class: activators. U87-MG GRP78 promoter luciferase reporter, 16 h. 420,000 compounds, 0.02% hits; note: potency is the fitted concentration of half-maximal effect; series mostly up to about 76 µM; % of control where 0% means no effect; nearly all actives have a fitted effect of over 35% in size
#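 Stably transfected U87-MG glioma cells carrying a GRP78-based luciferase sensor; 16 h compound incubation. Luminescence end-point read 10 min after Bright-Glo addition at room temperature.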
# TrxR1 substrate: is turned over as a substrate by rat TrxR1 | AID 588456 | Potency, µM (doses to about 114 µM), for the others: at the top dose activity change, negative = substrate turnover | purified TrxR1 substrate turnover, NADPH consumption readout | 390,000 compounds, 0.01% hits; note: potency is the fitted concentration of half-maximal effect; % is set by controls: 0 for no effect and ±100 for the full control effect; nearly all actives have a fitted effect of over 50% in size
#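 Rat TrxR1, dispensed at 90 nM, was prereduced with 400 uM NADPH (final) for 5 min at ~22 deg C, then incubated with compound 15 min before 400 uM selenite. A first-read NADPH fluorescence drop versus no-compound background flagged substrates.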
# Vif-A3G inh: blocks the Vif interaction with human APOBEC3G | HeLa A3G-eYFP + Vif (tagged APOBEC3G with the HIV-1 protein that degrades it), YFP fluorescence, overnight | Potency, µM (doses to about 46.1 µM), for inactives: top-dose activity, negative = active, hits mostly inhibitors | 410,000 compounds, 0.076% hits;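 note: potency is the fitted concentration of half-maximal effect; % is set by controls: 0 for no effect and ±100 for the full control effect; nearly all actives have a fitted effect of over 60% in size; hits raise eYFP signal because A3G escapes Vif-driven loss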
#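 Read-out is eYFP fluorescence (Ex 488/Em 500-530) from Vif-expressing HeLa A3G-eYFP cells; more signal means A3G escaped Vif-mediated degradation. Cells plated overnight, compound pinned in, incubated overnight at 37 deg C.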
# RGS4 inh: inhibitors of human regulator of G protein signaling 4; P49798; Potency, µM (top dose mostly 114 µM), inactives show at the top dose activity change, negative = inhibition, hits mostly inhibitors; 390,000 compounds, 0.039% hits; Transcreener GDP fluorescence polarization, RGS4-accelerated GTP hydrolysis; note: potency is the fitted concentration of half-maximal effect; % is set by controls: 0 for no effect and ±100 for the full control effect; nearly all actives have a fitted effect of over 75% in size; some results filed as inactive show a strong effect at the top dose
#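 MLSMR compounds (23 nl, pin-transferred) preincubated 10 min at room temperature with a 500nM (2x) first reagent, then RGS4 at 900nM (2x) plus Transcreener GDP mix added; fluorescence polarization (620/688 nm) read before and after 90 min at 30 °C.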
# mIDH1 inhibitor: blocks human mutant IDH1 R132H enzyme | 390,000 compounds, 0.093% hits | IDH1-R132H enzyme, NADPH consumption, diaphorase/resazurin fluorescence | Potency, µM (doses to about 76.6 µM), inactives show at the top dose activity change, negative = inhibition, actives largely listed as inhibitors; note: potency is the fitted concentration of half-maximal effect; % is set by controls: 0 for no effect and ±100 for the full control effect; nearly all actives have a fitted effect of over 65% in size
# Target sequence (O75874 whole entry R132H, stated change not applied): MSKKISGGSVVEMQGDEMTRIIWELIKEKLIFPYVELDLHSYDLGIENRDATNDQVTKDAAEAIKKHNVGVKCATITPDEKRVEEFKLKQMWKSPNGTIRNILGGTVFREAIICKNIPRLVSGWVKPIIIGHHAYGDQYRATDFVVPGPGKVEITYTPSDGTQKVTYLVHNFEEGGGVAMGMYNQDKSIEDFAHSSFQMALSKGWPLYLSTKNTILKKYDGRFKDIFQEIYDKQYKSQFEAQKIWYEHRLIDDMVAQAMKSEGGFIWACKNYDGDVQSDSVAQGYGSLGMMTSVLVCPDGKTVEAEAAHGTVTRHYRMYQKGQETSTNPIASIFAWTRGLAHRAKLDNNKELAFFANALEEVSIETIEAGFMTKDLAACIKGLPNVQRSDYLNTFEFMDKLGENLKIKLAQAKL
#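 IDH1-R132H (0.5 ug/mL) preincubated 30 min with compound, then NADPH (0.016 mM) and alpha-KG (2 mM) added; 80 min at RT, pH 7.5. Remaining NADPH coupled via diaphorase/resazurin to fluorescence (540/590 nm); concentration-response curves normalized to no-enzyme control.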
# USP1 inh: blocks the human USP1/UAF1 deubiquitinase complex. AID 743255. Potency, µM (titrated, usually from 57.1 µM), for the others: at the highest dose activity change, negative = inhibition, hits mostly inhibitors. recombinant USP1/UAF1, Ub-Rhodamine cleavage fluorescence. O94782. 390,000 compounds, 0.23% hits; note: potency is the fitted concentration of half-maximal effect; % is set by controls: 0 for no effect and ±100 for the full control effect; nearly all actives have a fitted effect of over 60% in size; inactives centre near -12
#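 High-throughput fluorogenic screen: 1nM USP1/UAF1 complex, Ub-Rho substrate 150nM final, 50mM HEPES pH 7.8 with 0.5mM EDTA, 0.1 mg/ml BSA, 1mM TCEP and 0.01% Tween-20.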
# LDHA inh: blocks human lactate dehydrogenase A. 480,000 compounds, 0.15% hits. activity change, % (values are at about 110 or 230 µM). purified LDHA, NADH/diaphorase-resazurin fluorescence; stronger effect = lower value. P00338. AID 1347041; in the data active = activity change below about -30%; inconclusive = mostly about -25% to -30%;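 note: plate controls were DMSO wells for no effect and wells without enzyme for full effect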
#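 Enzyme activity of human lactate dehydrogenase 5 (2 nM; 0.06 mM NADH, 0.2 mM pyruvate, 5 min, RT) is measured via a resazurin/diaphorase fluorescence readout of residual NADH.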
# Vif-A3F inh: blocks the Vif interaction with APOBEC3F | 390,000 compounds, 0.2% hits | Potency, µM (series often up to 46.1 µM), for the others: at the highest dose activity, negative = active | HeLa A3F-eYFP + Vif (tagged APOBEC3F with the HIV-1 protein that degrades it), YFP fluorescence increase; note: potency is the fitted concentration of half-maximal effect; % of control where 0% means no effect; nearly all actives have a fitted effect of over 65% in size
#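 HeLa cells stably expressing Vif plus C-terminally eYFP-tagged A3F were seeded, incubated overnight at 37 deg C, dosed with compound, incubated overnight again at 37 deg C. Yellow fluorescence (Ex 488/Em 500-530) reported blocked Vif-mediated A3F-eYFP degradation.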
# An asterisk follows results filed as active; ? = inconclusive; & = joins results of further samples; [ ] = another dose, or the depositor's remark. Unless noted, calls come from the whole dose curve; as a rule, active = well fitted curve in the direction sought with a large enough effect; inconclusive = small, poorly fitted or top-dose-only effect, or another doubt; inactive = no such curve, though single readings can be large; an effect the other way counts as inactive or inconclusive. An excerpt; rates above refer to the full screens.
canonical_smiles | LDHA inh | RGS4 inh | mIDH1 inhibitor | Vif-A3F inh | TrxR1 substrate | Vif-A3G inh | GRP78 ERSR act | TrxR1 inh | USP1 inh
COc1ccc(-n2cc(CNC3CCN(C)CC3)c(-c3cccc(F)c3)n2)cc1 | -1 | -3% | -1% | 8% | 53%[activator] | -4% | -3% | 43%[activator] | -16%
CN(CC(=O)NC1CCCCCC1)S(=O)(=O)c1ccc2c(c1)n(C)c(=O)c(=O)n2C | 1 | -3% | 5% | -4% | 7% | -1% | 0% | 13% | -26%
O=C(N/N=C1\CC2CC=CC12)c1ccccc1Cl (stereo not drawn) | -7 | 3% | 2% | 2% | -7% | 3% | -1% | 21%[57.1 µM] | -5%
O=C(N1CCCCCC1)N1CCN(S(=O)(=O)N2CCCCC2)CC1 | -4 | 5% | 10% | 1% | 3% | -2% | -4% | 15%[57.1 µM] | -16%
C/C(=N\OCC(=O)O)c1ccc(Cl)cc1 | -1 | -2% | 3% | -25% | 7% | -3% | -3% | 21% | -20%
C=CCOc1cccc(C2C(C(=O)c3cc4ccccc4o3)=C(O)C(=O)N2c2cc(C)on2)c1 (stereo not drawn) | -6 | -5% | -6% | -3% | -4% | -5% | -2% | -17% | -20%
Cc1ccc(Cl)cc1NC(=O)CC1Sc2ccccc2NC1=O (stereo not drawn) | -3 | -1% | -4% | 3% | 1% | -1% | -2% | 19% | -21%
CCn1cc(C(=O)NC2CCCCC2)c(=O)c2ccc(C)nc21 | -1 | -34% | 14% | 11% | 5% | 3% | -6% | 9% | -12%
c1ccc2c(c1)CCN(C1=Nc3cccc4cccc1c34)C2 | 14 | -14% | 20% | ? | 0%[57.1 µM] | 3% | -2% | 6%[57.1 µM] | ?
Cc1ccc(-c2nnn(CC(=O)N(CC(=O)NC3CCCCC3)c3cccc(F)c3)n2)o1 | -4 | -7% | 2% | -4% | 7%[57.1 µM] | -2% | -3% | 14%[57.1 µM] | -19%
OC(CNC1Cc2ccccc2C1)c1ccccc1 (stereo not drawn) | 2 | -7% | 5% | 5% | 17%[57.1 µM] | 0% | -5% | 36% | 1%
Cc1ccc(CNS(=O)(=O)c2ccc3c(c2)NC(=O)C(C)S3)cc1 (stereo not drawn) | -1 | -20%[56.9 µM] | 0% | 2% | 4% | 4% | -4% | 18% | -27%
Cc1cc(=O)c2ccc(Cl)cc2[nH]1 | -2 | 9% | -8% | 2% | -3% | -1% | -3%&-4% | 9% | 0%
CCCC/S(CC1CC1(Cl)Cl)=N\S(=O)(=O)c1ccc(C)cc1 (stereo not drawn) | -1 | -31% | 4% | -8% | 11%[57.1 µM] | -2% | 0% | 27%[57.1 µM] | -7%
Cc1noc(C)c1COc1ccccc1C(=O)N1CCN(S(=O)(=O)c2ccccc2C(F)(F)F)CC1 | 0 | 10% | 2% | -8% | -6% | 1% | -5% | -6% | -5%
O=C(Cc1ccc(Br)cc1)N1CCOCC1 | -5 | -11% | 0% | -5% | 11%[57.1 µM] | -1% | 0% | 12%[57.1 µM] | -18%
CC(C)Nc1ccc(C(CC(N)=O)NC(=O)c2ccccc2)cc1[N+](=O)[O-] (stereo not drawn) | -4 | ? | -14% | 5% | -8% | 0% | -4% | 2% | -26%
COc1ccc(-c2cn3nc(N4CCCC(C(=O)Nc5ccc(Cl)cc5C)C4)sc3n2)cc1 (stereo not drawn) | -2 | -8% | 1% | -12% | -3% | -6% | -3% | 13% | -20%
CN(CC(=O)NCCc1ccc(S(N)(=O)=O)cc1)CC(=O)Nc1ccc(Cl)cc1 | -4 | 7% | 0% | 14% | 10%[57.1 µM] | -4% | -2% | 0%[11.4 µM] | -17%
Cc1noc(C)c1C(=O)Nc1cccc(S(=O)(=O)N2CCCCC2)c1 | -7 | 9% | 3% | 0% | 1% | 1% | 2% | 20% | -5%
CC(C)Nc1nnc(SC(C)C(=O)NCc2ccc3c(c2)OCO3)s1 (stereo not drawn) | -7 | -1% | 1% | -9% | 3%[57.1 µM] | 2% | -4% | 10%[57.1 µM] | -19%
CCCCC(=O)N1CC(=O)Nc2ccc(F)cc2C1c1ccc(F)cc1 (stereo not drawn) | -5&-3 | -17%&-10% | 0%&12% | 2%&2% | 10%[57.1 µM] | -6%&-2% | -2%&-4% | 15%[57.1 µM] | -12%&-5%
O=C(/C=C/c1cc(Br)ccc1F)OCC(=O)N1CCOCC1 | -5 | -1% | -11% | 1% | -3% | -2% | -1% | -5% | -21%
COc1ccc(C(=O)CCC(=O)NCCc2c[nH]c3ccccc23)cc1OC | -6 | 22% | 0% | -7% | 4% | -1% | -3% | 11% | -20%
CC(=O)c1sc(Nc2cccc3ccccc23)nc1C | -3 | 26% | -12% | 4% | 0% | -10% | 8% | 24% | -18%
OCCCc1nc2n(n1)C(c1ccccc1Cl)C=C(c1cccs1)N2 (stereo not drawn) | 9 | -50% | 1% | ? | 101%[activator] | -15% | -1% | ? | ?
Cc1ccc(NC(=O)C2CCCN(S(=O)(=O)c3cnc[nH]3)C2)cc1F (stereo not drawn) | -10 | -13% | 8% | -7% | -1% | 0% | -2% | 2% | -18%
COc1ccc(C(=O)Nc2cccc(C(C)=O)c2)cc1S(=O)(=O)N1CCOCC1 | -5 | 30% | 12% | -7% | -8% | -9% | 1% | -4% | 3%
CCC1(c2ccc(F)cc2)NC(=O)N(CC(=O)N2CCN(C(=O)c3ccco3)CC2)C1=O (stereo not drawn) | -7 | 6% | 4% | 5% | 12%[57.1 µM] | 3% | -2% | 9%[57.1 µM] | -8%
COc1ccc(C(CC(=O)Nc2ccccn2)N2Cc3ccccc3C2=O)cc1 (stereo not drawn) | -4 | -2% | -8% | 0% | 5%[57.1 µM] | -3% | 6% | 9%[57.1 µM] | -18%
CCN(CC)C(=O)CSc1nc2sc(C)c(C)c2c(=O)[nH]1 | -1&-20 | -39% | 11% | -21% | 0% | 1% | -3% | 7% | -19%
CN(C)CCCn1c(N)c(C#N)c2nc(C#N)c(C#N)nc21 | -1 | -11% | 3% | -8% | 82%[activator] | 6% | -10% | ? | -21%
COc1ccc(-n2c(-c3ccc(Br)cc3)c[n+]3c2CCC3)cc1 | -9 | -18% | -7% | -33% | 2%[57.1 µM] | 4% | -5% | 8%[57.1 µM] | -24%
ON1C2CCCCC2N(O)C1c1ccccc1C(F)(F)F (stereo not drawn) | -4 | 11% | 1% | -7% | -2% | 0% | -2% | -7% | -25%
Cn1c(-c2cnn(-c3ccccc3)c2-n2cccc2)n[nH]c1=S | -1 | -19% | 0% | -2% | -1% | -5% | -2% | -17% | -15%
O=[N+]([O-])c1ccc(/C=N/n2cn[nH]c2=S)cc1 | -8 | -24% | -2% | -13% | -9% | 0% | -3% | ? | -3%
CCc1ccc(CNC(=O)C2CCCN(c3nn4c(=O)cc(C)nc4s3)C2)cc1 (stereo not drawn) | -1 | -8% | -4% | -3% | 5%[57.1 µM] | 0% | -4% | 15%[57.1 µM] | -8%
N#CN/C(=N\S(=O)(=O)c1ccccc1)c1ccccc1 | 1 | -51% | 5% | -23% | 7% | 0% | 1% | 16% | -14%
O=C(NCC1CCCO1)C1CCC(=O)N1Cc1ccccc1Cl (stereo not drawn) | -2 | 9% | 3% | -11% | -5% | 1% | -2% | -8% | 0%
COc1ccc(C(=O)NC2CC3CCCC(C2)N3Cc2ccccc2)cc1OC (stereo not drawn) | -1 | 26% | -2% | -1% | -4% | 1% | -2% | 16% | -1%
CCOC(=O)c1ccc(NC(=O)c2nc[nH]c2C(=O)N(CC)CC)cc1 | -4 | 17% | 9% | 0% | 16%[57.1 µM] | -8% | 1% | 31%[57.1 µM] | 13%
COc1cccc(Nc2sc(C(=O)c3ccc4c(c3)OCO4)c(N)c2S(=O)(=O)c2ccccc2)c1 | -13 | -10% | -1% | -5% | -1%[57.1 µM] | -1% | -1% | 24%[57.1 µM] | -8%
Cc1nnc(NC(=O)CSc2nccn2Cc2ccccc2)s1 | -5&-11 | 19%&33% | 2%&0% | 6%&8% | 3% | 2%&5% | 2%&-1% | 9% | -7%&-14%
CCOc1ccc(NC(=S)NC(=O)/C=C/c2ccc(OC)c(OC)c2)c([N+](=O)[O-])c1 | -6 | -1% | -6% | ? | 5%[57.1 µM] | 0% | -3% | 11%[57.1 µM] | -15%
O=C(CN1CCN(c2ccccc2F)CC1)c1ccc2c(c1)OCO2 | -4 | -22% | 3% | 6% | 4%[57.1 µM] | -4% | 6% | -20% | -7%
COc1ccc(S(=O)(=O)NCCC(=O)NC2CCCCCCC2)cc1 | 0 | 15% | 2% | 0% | -6%[57.1 µM] | -1% | -4% | 10% | -12%
CC(=O)c1ccc(OCCCC(=O)NCCc2ccc(C(F)(F)F)cc2)cc1 | -4 | 9% | 18% | -3% | 3% | -1% | -4% | 17% | 1%
Cc1cccc(NC(=O)c2cccc(S(=O)(=O)N3CCc4ccccc4C3)c2)n1 | -4 | -7% | 3% | -8% | -7% | 0% | -3% | 2% | -8%
CCN(CC)S(=O)(=O)c1ccc(N=NC2=C(O)CC(C)(C)CC2=O)cc1 | 1 | -10% | 8% | -12% | -24%[57.1 µM] | -5% | -2% | 1%[57.1 µM] | -10%
